PAFAH2 inh: inhibitors of human PAFAH2; Q99487; recombinant PAFAH2, FP-rhodamine activity probe, fluorescence polarization; inhibition, % at 3.39 µM; actives 0.99% (n = 340,000);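 active = inhibition above the mean over all tested compounds plus 3 SD, cut at about 30% in these data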;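 also: inhibitors block probe labeling of enzyme so polarization drops; 0% = enzyme with DMSO and 100% = wells lacking PAFAH2 protein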
LYPLA2 counter: LYPLA2 (human) inhibition in PME1 counter-screen; O95372; recombinant LYPLA2, FP-Rh probe fluorescence polarization; inhibition, % at 5.9 µM; actives 0.38% (n = 320,000); AID 2177;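 active = inhibition above the screen-wide mean plus 3 SD, limit set per campaign, cut at about 26% in these data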;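 also: 0% = LYPLA2 with DMSO and 100% = wells lacking LYPLA2 enzyme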
Target sequence (O95372 whole entry, looked up): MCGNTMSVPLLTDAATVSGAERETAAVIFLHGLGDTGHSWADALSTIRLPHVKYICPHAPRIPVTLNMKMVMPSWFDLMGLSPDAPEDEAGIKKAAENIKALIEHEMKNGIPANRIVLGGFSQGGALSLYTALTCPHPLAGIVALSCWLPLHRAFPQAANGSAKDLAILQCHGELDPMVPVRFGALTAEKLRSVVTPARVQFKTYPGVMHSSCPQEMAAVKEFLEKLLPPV
PAFAH1B3 FP inh: PAFAH1B3 (human) inhibition. Q15102. recombinant PAFAH1B3, FP-rhodamine probe, fluorescence polarization. inhibition, % at 3.39 µM. actives 0.28% (n = 340,000). AID 492972;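 active = inhibition above the screen-wide average of all tested compounds plus 3 SD, cut at about 25% in these data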;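 also: 0% = enzyme with DMSO only and 100% = wells lacking PAFAH1B3 protein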
GSTO1 counter: counter-screen for RBBP9 inhibitors: inhibitors of human GSTO1; inhibition, % at 5.96 µM; P78417; recombinant GSTO1, activity-based probe fluorescence polarization; actives 1.1% (n = 300,000);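 active = inhibition above the campaign mean inhibition plus 3 SD, cut at about 35% in these data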;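 also: 0% = GSTO1-1 with DMSO and 100% = wells lacking GSTO1-1 enzyme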
Target sequence (P78417 whole entry, looked up): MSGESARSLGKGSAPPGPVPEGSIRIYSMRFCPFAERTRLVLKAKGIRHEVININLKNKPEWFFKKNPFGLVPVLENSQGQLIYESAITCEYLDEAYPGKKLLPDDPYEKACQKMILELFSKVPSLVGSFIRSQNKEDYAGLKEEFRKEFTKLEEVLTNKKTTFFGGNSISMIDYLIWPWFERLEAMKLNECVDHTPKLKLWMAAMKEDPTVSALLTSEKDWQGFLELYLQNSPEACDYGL
PAFAH1B2 inh: PAFAH1B2 (human) inhibition. P68402. recombinant PAFAH1B2, FP-rhodamine activity probe, fluorescence polarization. inhibition, % at 3.39 µM. actives 1.2% (n = 340,000). AID 492953;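 active = inhibition above the mean of all tested compounds plus 3 SD, cut at about 24% in these data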;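 also: 0% = enzyme with DMSO and 100% = wells lacking PAFAH1B2; many of its hits are not listed in these tables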
LYPLA1 counter: counter-screen for PME1 inhibitors: inhibitors of human LYPLA1 | actives 0.16% (n = 320,000) | recombinant LYPLA1, FP-Rh probe fluorescence polarization | inhibition, % at 5.9 µM | O75608;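 active = inhibition above the mean of all tested compounds plus 3 SD, set per campaign, cut at about 14% in these data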;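 also: inhibitors block serine hydrolase probe labeling of LYPLA1 so polarization falls; 0% = enzyme with DMSO and 100% = wells lacking LYPLA1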
pPAFAH FP inh: inhibitors of human plasma PAF acetylhydrolase (pPAFAH). Q13093. recombinant pPAFAH, FP-rhodamine probe fluorescence polarization. inhibition, % at 3.39 µM. actives 1.5% (n = 330,000). AID 463082;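 active = inhibition above the mean inhibition across the screen plus 3 SD, cut at about 25% in these data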;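 also: inhibitors block binding of the rhodamine activity-based probe so polarization drops; 0% = enzyme with DMSO and 100% = wells lacking pPAFAH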
Target sequence (Q13093 whole entry, looked up): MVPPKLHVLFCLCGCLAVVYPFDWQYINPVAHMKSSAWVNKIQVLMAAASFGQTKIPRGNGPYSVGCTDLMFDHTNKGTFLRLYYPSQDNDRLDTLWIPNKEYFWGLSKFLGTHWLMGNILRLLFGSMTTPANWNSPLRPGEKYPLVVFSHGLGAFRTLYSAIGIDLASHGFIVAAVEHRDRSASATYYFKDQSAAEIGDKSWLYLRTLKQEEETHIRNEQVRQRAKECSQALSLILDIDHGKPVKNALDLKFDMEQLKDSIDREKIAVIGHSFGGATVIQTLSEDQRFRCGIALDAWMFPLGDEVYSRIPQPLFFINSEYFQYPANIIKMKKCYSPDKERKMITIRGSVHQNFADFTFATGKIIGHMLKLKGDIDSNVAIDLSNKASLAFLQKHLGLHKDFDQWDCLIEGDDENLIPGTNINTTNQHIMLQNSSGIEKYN
PREPL inh: inhibitors of human prolyl oligopeptidase-like enzyme PREPL | inhibition, % at 5.96 µM | actives 0.68% (n = 320,000) | recombinant PREPL, fluorescence polarization activity-based probe | Q4J6C6; in the data active = inhibition above about 43%;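 also: 0% = enzyme with DMSO and 100% = wells lacking enzyme; many of its hits are not listed in these tables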
PAD4 inh: blocks human protein arginine deiminase 4. inhibition, % at 6.36 µM. recombinant PAD4, RCA probe fluorescence polarization. actives 0.41% (n = 330,000);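 active = percent inhibition above a cutoff equal to the mean of all tested compounds plus 3 SD, cut at about 15% in these data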;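 also: 0% = PAD4 with RCA probe and DMSO and 100% = probe without PAD4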
Active calls of the source: *; nt = no result given. Not all compounds are listed. The share of hits here may be higher or lower than overall.

Order of results – PAFAH2 inh	LYPLA2 counter	PAFAH1B3 FP inh	GSTO1 counter	PAFAH1B2 inh	LYPLA1 counter	pPAFAH FP inh	PREPL inh	PAD4 inh
C=CCOc1ccc(C(=O)/C=C2/C(=O)Nc3ccccc32)cc1
 : 3.9	-3.0	-3.0	-0.1	5.2	-2.6	-1.6	-4.2	-0.7
CCc1noc(C)c1C(=O)Nc1ccc(S(=O)(=O)N2CCC(C)CC2)cc1
 : 4.8	1.8	5.2	-5.4	22.7	-2.5	2.9	5.3	-3.0
O=C(COC(=O)/C=C/c1cccc(F)c1)Nc1ccccc1-c1ccccc1
 : -4.0	-6.2	-8.1	-10.3	5.6	-3.0	1.8	0.9	-2.4
CCOc1ccc(-n2c(SCC(=O)Nc3cc(C)on3)nnc2-c2c[nH]c3ccccc23)cc1
 : -10.5	-10.1	-2.3	-0.4	2.0	-5.1	0.3	12.9	4.7
C=CCn1c(SCC(=O)NCCC2=CCCCC2)nc2ccc(Cl)cc2c1=O
 : -13.5	1.4	-0.6	-1.4	3.5	1.5	0.4	1.3	1.6
CCOC(=O)C1=C(C)NC(=O)NC1c1ccc(-c2ccc(F)cc2)o1 (configuration not stated)
 : 4.8	-1.6	4.6	2.6	2.9	-1.1	3.9	-7.6	-3.6
COc1ccc(/C(C)=N/NC(=O)Cc2c(C)nc(C)[nH]c2=O)cc1
 : -3.4	2.9	6.6	2.3	-0.4	2.8	0.1	7.6	1.4
Clc1ccc(-n2nnnc2CN2CCCCC2)cc1Cl
 : -6.4	-1.7	2.3	5.8	0.9	-0.8	-1.0	3.9	1.6
COc1ccccc1CN1CCNC(=O)C1CC(=O)NCc1csc(C)n1 (configuration not stated)
 : -2.1	8.3	6.9	2.8	4.5	3.3	0.2	4.4	0.9
O=C(CCN1C(=O)c2cccc3cccc(c23)C1=O)NCc1cccnc1
 : 0.8	1.2	2.9	-2.2	-2.3	0.1	0.7	-1.9	3.6
Nc1nc(Nc2cccc(Cl)c2)n[nH]1
 : nt	4.1	nt	6.6	nt	3.3	0.2	8.0	-3.0
CC1CCC2(CC1)NC(=O)N(CC(=O)N1CCN(S(=O)(=O)c3ccccc3)CC1)C2=O (configuration not stated)
 : -2.9	0.4	6.4	1.8	8.9	-0.7	-2.4	16.1	-3.9
CN(C(=O)COC(=O)/C=C/c1ccc(C(F)(F)F)cc1)C1CCS(=O)(=O)C1 (configuration not stated)
 : 7.6	-5.2	-4.8	5.2	-3.8	-4.5	-1.4	7.6	-1.9
Cc1ccccc1C(=O)N1CCN(c2ccc(NC(=O)c3cccnc3Cl)cc2)CC1
 : -1.5	10.1	0.4	-3.1	0.3	2.8	2.7	1.1	1.4
O=C(CN1CCN(c2ccccc2O)CC1)Nc1ccc2c(c1)OCCCO2
 : 3.6	-2.6	10.3	nt	1.9	1.7	2.1	20.6	-7.8
CCOC(=O)c1nn(-c2ccccc2)c2nnc(Cc3ccc(C)cc3)c(=O)n12
 : -3.3	1.0	10.4	1.6	2.1	2.0	3.3	4.0	-1.8
O=C(Cc1ccccc1)Nn1c(-c2ccccc2)nc2ccccc2c1=O
 : 5.0	5.7	-2.8	0.7	3.0	2.5	-1.1	8.3	-2.8
Cc1ccc(CNC(=O)CS(=O)(=O)Cc2nc(-c3ccccc3F)oc2C)cc1
 : -2.8	2.0	1.1	-0.8	5.2	-1.3	0.0	-38.3	-2.0
CCOC(=O)Cc1csc(NC(=O)CSc2nnnn2-c2ccc(C)cc2C)n1
 : 5.0	-2.0	5.4	2.8	2.8	-5.2	8.0	-11.8	2.2
CCCOC(=O)Nc1nnc(CCC)s1
 : -0.2	1.0	6.9	3.3	4.4	3.6	1.0	17.1	-5.1
COc1ccc(NC(=O)c2ccccc2NC(=O)c2ccccc2)cc1
 : 4.0	-2.7	7.0	5.8	0.6	1.8	-3.0	-0.3	3.9
O=C(Nc1ccc2c(c1)OCO2)c1ccc(NC2CC2)c([N+](=O)[O-])c1
 : 4.7	9.2	2.9	-3.1	2.9	6.4	7.2	10.5	0.8
COc1cc(NC(=O)c2cccnc2)c(Cl)cc1NC(=O)c1ccc(Cl)cc1
 : -2.4	0.2	2.5	6.0	3.1	-6.9	-1.6	-1.2	-2.7
O=C(CSc1nnc(C2COc3ccccc3O2)o1)N1CCOCC1 (configuration not stated)
 : -7.6	-0.5	2.4	1.6	0.2	2.3	3.4	8.7	-0.7
Cc1cc(C)cc(-n2c(O)c(C=NC3CCS(=O)(=O)C3)c3ccccc3c2=O)c1 (configuration not stated)
 : 5.5	-8.5	11.7	-7.5	2.1	-5.6	2.7	5.5	3.2
CCOc1ccccc1NC(=O)c1cc(S(=O)(=O)N2CCOCC2)ccc1C
 : 1.4	0.0	11.4	0.1	4.3	2.7	-2.0	-4.2	0.5
COc1cc(NC(=O)CN(c2ccc(C)cc2)S(=O)(=O)c2c(C)nn(C)c2C)cc(OC)c1
 : -5.4	-0.7	6.1	4.6	3.6	-5.9	1.3	1.1	-2.2
CCOc1ccc(/C=N/NC(=O)C(C)N(c2ccc(OC)cc2)S(C)(=O)=O)cc1 (configuration not stated)
 : -5.6	7.0	9.0	8.2	-0.6	1.9	1.8	13.5	3.5
CC(C)N(C(=O)COc1ccc(Br)cc1Cl)C(C)C
 : -0.2	5.2	10.5	-0.4	11.1	4.3	7.6	-8.3	0.0
COc1ccc2[nH]c(=O)c(CN(C(C)=O)c3ccc(C)c(C)c3)cc2c1
 : 4.2	5.9	7.2	0.2	6.5	2.2	-0.3	-17.1	-3.0

(listing goes on)
Labels used below – A = PAFAH2 inh; B = LYPLA2 counter; C = PAFAH1B3 FP inh; D = GSTO1 counter; E = PAFAH1B2 inh; F = LYPLA1 counter; G = pPAFAH FP inh; H = PREPL inh; I = PAD4 inh
> CCCCNC(=O)CSc1nc2cc(OC)c(OC)cc2c(=O)n1Cc1ccc(OC)cc1
  A: -3.0	B: -6.4	C: -0.3	D: 3.3	E: -3.6	F: 0.1	G: 6.4	H: -0.8	I: -2.1
> CC(C)c1cc(NCCOCCO)n2c(nc3ccccc32)c1C#N
  A: 12.2	B: 2.8	C: -3.0	D: -17.4	E: 2.7	F: 4.0	G: 10.7	H: 5.0	I: -4.8
> Cc1ccc(S(=O)(=O)NCC(=O)OCC(=O)NC(=O)NC2CCCC2)cc1
  A: -0.9	B: 0.9	C: 3.7	D: -4.6	E: 4.9	F: -1.5	G: 7.3	H: 10.2	I: 2.1
> Clc1ccc(NCc2nnc3n2CCCCC3)cc1
  A: 0.4	B: 1.1	C: 14.1	D: 0.0	E: 4.7	F: 0.9	G: 1.9	H: 6.0	I: 1.6
> CCOC(=O)c1cnn2c(C)cc(-c3ccc(F)cc3)nc12
  A: -1.0	B: 10.1	C: -1.6	D: -1.8	E: -0.4	F: 1.7	G: 0.1	H: 4.5	I: 1.1
> O=C(Nc1ccc2c(c1)OCO2)c1cc(-c2ccncc2)nc2ccccc12
  A: -1.8	B: 5.4	C: 7.8	D: 1.6	E: 3.4	F: 1.0	G: 0.6	H: 22.2	I: -0.9
> CCOC(=O)c1cncc(O)c1
  A: -2.4	B: -0.9	C: 1.9	D: -0.3	E: 2.0	F: 0.8	G: 3.1	H: 8.8	I: -4.9
> C/C(=N\N=C(N)N)c1cc(Cl)ccc1Cl
  A: 3.0	B: 1.1	C: 1.9	D: 2.8	E: -2.5	F: 0.3	G: 12.2	H: 2.5	I: 1.3
> COCC(=O)Nc1ccc([N+](=O)[O-])cc1OC
  A: 0.3	B: -1.8	C: 5.0	D: 25.1	E: -2.9	F: -3.9	G: -2.4	H: 4.2	I: 6.5
> NS(=O)(=O)c1ccc(NC(=S)NC2CC2)cc1
  A: -0.1	B: -1.5	C: 1.2	D: 18.2	E: 2.5	F: 2.8	G: 0.7	H: -5.2	I: -0.8
> Cn1c(NC(=O)c2cc(Br)ccc2Cl)cc(=O)n(C)c1=O
  A: 2.8	B: 2.0	C: -4.6	D: -1.5	E: 1.3	F: 1.0	G: 5.1	H: -1.4	I: 0.9
> O=C(NCc1ccncc1)C(=O)Nc1ccc2c(c1)OCO2
  A: 2.7	B: 4.4	C: 9.5	D: 1.0	E: 5.8	F: 1.1	G: -0.5	H: 2.4	I: -1.6
> CCOc1ccccc1OCCCOc1ccc(C)cc1Br
  A: 3.7	B: 6.0	C: -0.5	D: -1.8	E: 2.4	F: 1.7	G: 6.5	H: -1.6	I: -4.2
> O=C(CSCCc1ccccn1)Nc1cccnc1
  A: 2.2	B: 4.0	C: -6.8	D: 11.3	E: -2.8	F: -3.6	G: -5.1	H: 14.0	I: 3.8
> CN(C)C(=O)c1cc(S(=O)(=O)N(C)C)c(Cl)cc1N1CCCC1
  A: -3.5	B: 2.3	C: -0.5	D: -1.2	E: -0.8	F: 0.3	G: 7.3	H: -5.6	I: -1.1
> CCc1ccc(Nc2cc(C(=O)NCCCN3CCOCC3)c3ccccc3n2)cc1
  A: -3.2	B: -3.9	C: 4.2	D: -2.1	E: 1.8	F: -1.5	G: 9.4	H: 40.5	I: -0.1
> Cc1ccc(NC(=O)CN2CCc3cc4c(cc3C2)OCCCO4)cc1
  A: -6.3	B: 13.8	C: -6.2	D: 2.2	E: 5.5	F: 3.7	G: 3.5	H: -6.2	I: -0.8
> Nc1ccnc(=O)[nH]1
  A: -1.9	B: 3.7	C: -9.2	D: -0.4	E: 1.5	F: 0.3	G: 0.0	H: -4.9	I: -7.0
> Cc1ccccc1C(=O)NCC(=O)NCC1(N2CCOCC2)CCCCC1
  A: 0.5	B: -6.5	C: 5.3	D: -1.2	E: -3.6	F: -3.6	G: -0.6	H: 3.9	I: 3.8
> CCCC1CCC(c2nc(-c3cccnc3)no2)CC1 (configuration not stated)
  A: -0.8	B: 6.7	C: -0.8	D: -2.7	E: 3.0	F: 4.7	G: -0.1	H: 3.1	I: 2.0
> CC(=O)N1CCC(N(CCCOC(C)C)S(=O)(=O)c2ccc([N+](=O)[O-])cc2)CC1
  A: -4.3	B: 3.8	C: -1.3	D: 7.3	E: -0.1	F: 0.3	G: -0.7	H: 14.8	I: 2.1
